CF NFkB inh – inhibitors of PAF-induced NF-kB signaling, primary screen, cell-based, GFP fluorescence, uHTS. KKLEB NF-kB-GFP reporter, GFP fluorescence overnight. inhibition, % at 5 µM. 360,000 compounds, 0.86% hits;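 active means at least 50% inhibition at 5 µM, scaled per plate between neutral and stimulator controls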;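 further: PAF is a Pseudomonas aeruginosa culture filtrate used as stimulus; plate controls were PAF-stimulated DMSO wells for no effect and unstimulated DMSO wells for full effect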
Vif imaging – HIV Vif self-association inhibitors, primary screen, imaging, HEK293T, single point | 340,000 compounds, 0.35% hits | HEK293T cells, Vif self-association by quenched fluorescence, 24 h | AID 602346, 2012 | inhibition, % at 7.49 µM; in the data active means inhibition above about 50%, passing the limit was not always enough; inconclusive means no clear call, values can overlap the other calls; inactive means below about 31%; further: some results filed as inactive read as strong as hits
PDI turbidity – inhibitors of human PDI, primary screen, biochemical, turbidity, single point, plate reader; 350,000 compounds, 0.052% hits; AID 588391, 2011; inhibition, % at 10 µM; Protein disulfide-isomerase (Homo sapiens), P07237; PDI insulin aggregation turbidity, A650, 90 min;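 active means mean inhibition across replicates of 30% or more, whatever share of single replicates reach that level; inconclusive means mean inhibition below 30% while every single replicate reaches 30%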;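 further: absorbance from insulin aggregation driven by PDI reduction with DTT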
Target sequence (P07237 whole entry, looked up): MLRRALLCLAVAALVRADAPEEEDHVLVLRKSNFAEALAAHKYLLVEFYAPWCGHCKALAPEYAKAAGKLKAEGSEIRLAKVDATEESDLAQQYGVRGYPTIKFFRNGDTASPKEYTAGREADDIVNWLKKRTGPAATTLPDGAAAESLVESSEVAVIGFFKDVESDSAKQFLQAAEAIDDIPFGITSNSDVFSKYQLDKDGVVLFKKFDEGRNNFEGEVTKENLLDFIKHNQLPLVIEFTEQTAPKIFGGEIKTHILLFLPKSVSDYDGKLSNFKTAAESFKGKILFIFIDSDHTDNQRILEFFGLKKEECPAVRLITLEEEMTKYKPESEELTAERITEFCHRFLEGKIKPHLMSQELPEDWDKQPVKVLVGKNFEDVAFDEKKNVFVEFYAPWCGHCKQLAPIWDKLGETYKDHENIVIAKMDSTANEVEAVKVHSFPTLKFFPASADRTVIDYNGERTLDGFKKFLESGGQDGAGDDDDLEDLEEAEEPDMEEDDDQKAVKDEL
Shn3 inh set2 – reduction of Shn3 3'UTR firefly luciferase signal, primary screen, Schnurri-3 inhibitor project, cell-based, Clone20 osteoblasts, set 2. Clone20 osteoblast Shn3 3'UTR firefly luciferase, 24 h. 360,000 compounds, 0.52% hits. inhibition, % at 12.5 µM. AID 588674, 2011;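 active means mean inhibition of at least 75% with every replicate also reaching 75%; inconclusive means mean inhibition at least 75% but some replicate below; inactive means mean inhibition below 75%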;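 further: 0% = median of neutral control wells and 100% = pilot-screen positive control compound; some compounds past the cut are filed as inactive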
MITF TRPM1 inh – inhibitors of MITF-dependent TRPM1 promoter reporter, primary screen, cell-based, SK-MEL-5, single point, luciferase; SK-MEL-5 TRPM1 promoter luciferase, 24 h; inhibition, % at 12.5 µM; 330,000 compounds, 0.83% hits; AID 488899, 2010;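 active means mean inhibition across replicates of 60% or more, whatever share of single replicates reaches that level; inconclusive means some that reach 60%, reason not given; inactive means mean inhibition across replicates below 60%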; further: values of inactives mirror those of a sister screen read the other way
Peg3 promoter – Peg3 promoter-driven luciferase inhibitors, primary screen, cell-based, HeLa, luciferase luminescence; AID 588405, 2011; inhibition, % at 20 µM; 360,000 compounds, 1.7% hits; HeLa PEG-Prom luciferase reporter, overnight;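 active means inhibition of at least 50% at 20 µM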
KKLEB tox – cytotoxicity in KKLEB CF airway cells, primary screen, cytotoxicity control for CF NF-kB inhibitor project, cell-based, uHTS, fluorescence assay plates. 360,000 compounds, 0.36% hits. AID 602141, 2011. activity change (cytotoxicity), % at 5 µM. KKLEB CF airway cells viability, ATPlite luminescence, overnight; stronger effect = lower value; cells stimulated with P. aeruginosa culture filtrate;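 active means corrected activity change at or below -50% at 5 µM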
CaV13 ICDI inh – Disruptors of the CACNA1D IQ motif to Ca2+-dependent inactivation inhibitor domain association, primary screening, Förster resonance energy transfer in intact living …. HEK cells, CFP/YFP FRET ICDI-IQ, plate reader, 10 min; percent FRET-ratio fall versus neutral wells. inhibition, % at 12.3 µM. 340,000 compounds, 0.098% hits. AID 743397;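 active means mean replicate inhibition of at least 30% and at least 1% of replicates passing that level; inconclusive means only one of the two criteria is met; inactive means neither criterion is met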;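 further: 0% = median of the neutral control wells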
NR2E3 ag-1 – NR2E3 agonists in two-hybrid cells, primary screen, cell-based, luminescence, CHO-S, Gal4-NCOR/VP16-NR2E3; Photoreceptor-specific nuclear receptor (Homo sapiens), Q9Y5X4; luciferase; inhibition of corepressor binding, % at 3.98 µM; 360,000 compounds, 0.35% hits; AID 602229, 2012;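 active means inhibition above the mean of all tested compounds plus 3 SD, cut at about 70% in these data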;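 further: 0% = DMSO with NR2E3 transfected cells and 100% = cells lacking NR2E3 construct; higher means lower luciferase signal from less NR2E3 corepressor binding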
Target sequence (Q9Y5X4 whole entry, looked up, the tested form may be a part): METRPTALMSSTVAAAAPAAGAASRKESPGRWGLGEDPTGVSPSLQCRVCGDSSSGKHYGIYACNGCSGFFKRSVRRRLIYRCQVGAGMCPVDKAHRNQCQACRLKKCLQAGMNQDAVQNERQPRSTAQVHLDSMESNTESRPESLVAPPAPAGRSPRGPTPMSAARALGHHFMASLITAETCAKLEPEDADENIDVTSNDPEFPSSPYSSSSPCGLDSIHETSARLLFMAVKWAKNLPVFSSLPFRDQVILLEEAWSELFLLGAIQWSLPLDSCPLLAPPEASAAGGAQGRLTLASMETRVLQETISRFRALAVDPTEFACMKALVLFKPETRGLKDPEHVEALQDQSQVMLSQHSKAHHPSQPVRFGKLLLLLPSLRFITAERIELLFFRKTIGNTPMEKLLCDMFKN
HIF-2a inh – HIF-2a reporter inhibitors, primary screen, luminescence, 786-0 RCC cells; 786-0 RCC cells HIF-2a reporter, luciferase luminescence, overnight; inhibition, % at 18.8 µM; 360,000 compounds, 0.72% hits; AID 624352, 2012;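 active means inhibition of the luminescence signal of 40% or more relative to plate controls, in a single-dose primary screen at 18.75 µM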
NR2E3 ag-2 – inhibitors of NR2E3-RetCOR corepressor binding, primary screen, NR2E3 agonist project, biochemical, TR-FRET, GST-NR2E3, biotin-RetCOR; 320,000 compounds, 0.12% hits; Photoreceptor-specific nuclear receptor (Homo sapiens), Q9Y5X4; inhibition of corepressor binding, % at 4.78 µM; AID 2300, 2010; 1536-well;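 active means percent inhibition above the cutoff of mean plus 3 SD of all tested compounds, set per screening campaign, cut at about 20% in these data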;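 further: 0% = DMSO wells and 100% = biotin wells as full block of FRET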
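System: GST-tagged NR2E3 plus biotinylated RetCOR corepressor; Buffer or medium: pH 7.5 Tris-based buffer; Probe or stimulus: RetCOR corepressor, biotinylated, 7 nM; Doses: compound at 4.8 µM, single dose; Schedule: 5 h incubation at 4 °C; Technique: time-resolved FRET; Evaluation: percent inhibition of TR-FRET ratio; Replication: one well per compound, singlicate testing.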
The depositor's hits bear a star; ? = inconclusive; . = not tested or not shown; & = joins results of further samples. Outcome played no part in choosing rows; about 3.3% have a hit in one of these screens.

SMILES | CF NFkB inh | Vif imaging | PDI turbidity | Shn3 inh set2 | MITF TRPM1 inh | Peg3 promoter | KKLEB tox | CaV13 ICDI inh | NR2E3 ag-1 | HIF-2a inh | NR2E3 ag-2
CC(C)NC(=S)N1CCN(S(C)(=O)=O)CC1 | 4 | 11 | 1 | -13 | -26 | 11 | -14 | -3 | -16 | 19 | 2
COc1ccc(NC(=O)CN(C)CC(=O)NCC(=O)Nc2ccc(F)cc2)cc1 | -2 | 8 | -1 | -3 | -3 | 8 | 0 | -5 | -17 | 10 | 2
CCOc1cc(C2/C(=C(\O)c3cc(C)ccc3C)C(=O)C(=O)N2CCN(C)C)ccc1O (configuration not stated) | -3 | 1 | 2 | -28 | 11 | 5 | 4 | 0 | -13 | 11 | 5
O=C(Nc1ccccc1)Nc1cccc(-c2nnco2)c1 | -5 | -10 | 3 | -8 | -16 | -77 | 5 | -4 | -29 | -65 | -1
O=C(CCCc1ccccc1)NC1CCSC1=O (configuration not stated) | -13 | 10 | -6 | -22 | -7 | -12 | 3 | -9 | -20 | -28 | 1
c1ccc(-n2nnc3ccccc32)cc1 | -13 | -3 | -3 | 23 | -10 | -37 | 3 | -5 | -37 | -21 | -3
CCOC(=O)C1CCCN(C(=O)c2ccc(F)c(C)c2)CC1 (configuration not stated) | 6 | -8 | 0 | 2 | . | 12 | -11 | -5 | 13 | 18 | .
COc1ccc(CCNc2c([N+](=O)[O-])ncn2C)cc1OC | -9 | 13 | -2 | 0 | -3 | -12 | 12 | -21 | -22 | 2 | -2
COc1cc(OC)cc(C(=O)Nc2ccccc2C(=O)N2CCCC2)c1 | 1 | -4 | 10 | 7 | 2 | -17 | -1 | . | -7 | 10 | 1
COCCCNC(=S)NC(=O)c1ccccc1 | -11 | -3 | -5 | -39 | -25 | -70 | 22 | -18 | -39 | -86 | 5
CN1CCN(C(=O)c2ccc3c(c2)N(Cc2cccc(Cl)c2)C(=O)c2ccccc2S3(=O)=O)CC1 | 15 | 6 | 7 | 1 | 8 | -3 | 5 | -2 | -24 | -6 | 0
O=C(/C=C/c1ccc(OCCCF)cc1)NCc1cccc(Cl)c1 | 5 | -17 | -16 | 10 | -14 | -14 | -4 | . | 5 | -9 | -1
O=C(CN1CCN(C(=O)C2CCCO2)CC1)Nc1cc(Cl)ccc1Cl (configuration not stated) | -15 | -8 | 0 | 8 | 4 | 1 | 10 | -5 | 3 | 15 | 4
C=CCn1c(=O)c2ccccc2n2c(SCC(=O)NCC)nnc12 | 2 | -8 | -1 | 1 | -2 | 7 | -4 | -18 | -45 | 12 | -2
NC(=O)CN1CCOCCOCCOCCOCCOCC1 | -4 | 6 | -4 | 3 | -3 | 3 | 0 | . | 8 | 9 | 0
COc1ccccc1OCC(=O)Nc1ccc(C(N)=O)cc1 | -5 | -7 | -1 | -4 | 5 | -5 | 14 | -3 | -6 | 11 | 4
Cc1cc(=O)oc2cc(OC(C)C(=O)N3CCOCC3)ccc12 (configuration not stated) | 12 | 0 | -7 | -17 | 1 | 5 | -1 | -5 | 2 | 10 | -2
CCOC(=O)CSc1ncccn1 | 5 | 0 | 8 | -3 | 4 | 6 | -4 | -4 | -15 | 11 | 1
CC(=O)N1CCC(N(CCN2CCOCC2)C(=S)Nc2ccc(C)cc2C)CC1 | 4 | 0 | -8 | 6 | 8 | -5 | 4 | -6 | -14 | 16 | 5
COc1cccc(NC(=O)C/C(C)=N/NC(=O)c2ccccc2Cl)c1 | 9 | 3 | -1 | 21 | 2 | -7 | 0 | -5 | -72 | 15 | 1
COC(=O)[C@]1(CC(C)C)N[C@H](c2ccc(SC3CCCCC3)c(OC)c2)[C@@H]2C(=O)N(C)C(=O)[C@@H]21 | 7 | 8 | 1 | -12 | -4 | 0 | -8 | ? | -10 | 10 | 5
N#CCCN1CCN(S(=O)(=O)c2ccc(C#N)cc2)CC1 | -2 | 1 | 0 | 0 | 8 | -9 | 1 | 0 | 10 | 11 | 0
Cc1ccccc1CNS(=O)(=O)c1c(C(=O)N2CCCCC2)c(C)n(C)c1C | 20 | 0 | 1 | 0 | 5 | 27 | -11 | -6 | -22 | 7 | -1
COc1ccc(/C=C2\N=C(SC)N(C)C2=O)cc1 | -3 | -4 | 0 | 7 | 12 | -25 | 12 | -8 | -5 | -93 | -3
CCCc1nc(N2CCN(C)CC2)c2sc(=S)n(-c3ccccc3)c2n1 | -36 | -1 | . | 10 | -17 | 31 | -4 | -11 | -16 | -15 | 11
c1ccc(NCc2nc(-c3ccccc3)no2)cc1 | 6 | -1 | -1 | -37 | -44 | -192 | 5 | -5 | -77 | -297 | -3
Cn1ncc(Cl)c1C(=O)N1CCN(S(=O)(=O)c2ccc(F)cc2)CC1 | 10 | -1 | -6 | -9 | 3 | 7 | 1 | -7 | -8 | 7 | 0
Cc1nc(-c2ccccc2)ccc1C(=O)O | -14 | 1 | -3 | -5 | 14 | -6 | 4 | -5 | 16 | 12 | 3
COCCNC(=O)C(=O)Nc1ccc(Br)cc1 | -8 | -2 | 7 | -49 | -31 | -123 | 0 | . | -41 | -163 | 2
COc1cccc(/C=C2\Oc3cc(OCC(=O)N4Cc5ccccc5C[C@H]4C(=O)O)ccc3C2=O)c1 | -10 | -9 | . | 27 | 5 | 0 | 1 | . | 0 | 11 | 10
CCOC(=O)c1ccc(NC(=O)NCc2cccnc2)cc1 | 2 | 0 | -6 | 17 | -10 | -23 | -7 | -2 | 16 | -22 | 1
COc1ccc(C(=O)NC(=S)N2CCC(C)CC2)cc1Br | 9 | 6 | 3 | 1 | -7 | -15 | 4 | -2 | -10 | -22 | -2
COc1ccc(C(=O)c2ccccc2Cl)cc1 | 0 | 1 | 4 | -2 | -2 | -3 | -4 | -1 | -10 | -32 | -2
CC(C)c1ncc(S(=O)(=O)c2ccc(C(F)(F)F)cn2)c(N)n1 | 7 | 3 | -2 | -9 | 0 | 0 | -10 | -4 | -14 | 7 | 4
N=c1n(CCN2CCCCC2)c2ccccc2n1CC(O)COc1ccccc1 (configuration not stated) | 5 | 6 | -2 | 77 | -22 | 37 | -1 | . | 5 | 12 | 3
O=C(NNC1CC(=O)N(c2ccccc2)C1=O)c1cccnc1 (configuration not stated) | -6 | -3 | 1 | -9 | 3 | 13 | 10 | -19 | -2 | 17 | 2
COc1cc(CC(=O)N(C)CC(=O)Nc2cc(C)ccc2C)cc(OC)c1OC | 15 | -3 | 6 | -8 | 3 | 6 | -3 | -7 | -1 | 18 | 1
COc1ccccc1OCC(=O)Nc1c2c(nn1-c1ccc(C)cc1)CS(=O)(=O)C2 | 3 | -3 | 3 | 17 | -7 | 11 | -10 | -7 | -10 | 5 | 2
COc1ccccc1Nc1nc(NCCO)nc(N2CCCC2)n1 | 13 | -1 | -5 | -73 | 5 | 12 | -8 | -5 | 5 | -2 | -3
O=C(Cc1ccc2c(c1)OCCO2)N1CCN(S(=O)(=O)c2cccc(Cl)c2Cl)CC1 | 1 | -4 | 0 | 6 | -4 | 8 | -9 | -5 | -11 | 11 | 5
COc1ccccc1NC(=O)O/N=C(\N)c1ccccc1 | 6 | 4 | -1 | 11 | 5 | 7 | -1 | -6 | -39 | 0 | 1
COc1ccccc1NC(=O)c1ccccc1NC(=O)c1cc(Cl)ccc1NC(=O)c1ccco1 | 8 | 11 | 3 | 26 | 1 | 12 | -20 | -6 | -15 | 14 | 4
O=C(CCN1C(=O)c2ccccc2C1=O)Nc1ccc(-c2cn3ccsc3n2)cc1 | 5 | 1 | 0 | -23 | -4 | -162 | 7 | -7 | -77 | -52 | 2
COc1ccc(CC(=O)NCc2nnc(SCC(=O)Nc3cccc(F)c3)n2C)cc1 | -4 | -4 | 3 | 1 | -7 | -24 | 10 | -1 | -24 | -28 | 1
CCCCN(C(=O)c1ccc(S(=O)(=O)N(C)C)cc1)c1ccccc1 | -4 | 2 | -3 | 21 | -2 | 7 | -2 | -6 | -22 | 7 | -3
COc1ccc(CNc2ccc(N3CCN(C(C)=O)CC3)cc2)cc1OC | 2 | -4 | . | -70 | . | 0 | -3 | -3 | -20 | -2 | .
NS(=O)(=O)c1ccc(CCNC(=O)c2ccc(OCC3CCCO3)cc2)cc1 (configuration not stated) | -8 | -8 | 9 | 0 | -3 | -7 | -1 | -5 | 10 | 17 | 1
Cn1cncc1C#Cc1ccc2cc(C3(O)CCCCC3)oc(=O)c2c1 | -5 | -6 | 10 | 1 | -8 | -24 | -12 | -5 | 5 | -15 | -1
O=C(NC1CCN(Cc2ccccc2)CC1)c1[nH]c(C(F)(F)F)nc1-c1ccccc1 | -25&-3 | -3&0 | . | 10&-3 | . | -1&-5 | -16&-7 | -5&-4 | -14&17 | 19&2 | .
Cc1ccc(CN2CCN(CC(=O)O)C2=O)cc1 | -1 | 2 | 6 | -19 | -5 | 9 | 19 | 12 | 4 | 12 | -5
C=CCN(CC(=O)NC1CCCC1)C(=O)C(=O)Nc1ccc2c(c1)OCCO2 | 7 | -9 | 6 | 2 | 8 | 19 | 4 | -5 | 10 | 7 | 1
CC(=O)c1ccccc1NC(=O)COC(=O)C1COc2ccccc2O1 (configuration not stated) | -9 | . | 3 | -2 | . | 2 | 9 | -10 | -1 | 12 | .
O=C1CC2(CCCCC2)Oc2ccc(F)cc21 | 5 | . | 4 | -20 | -11 | -1 | 13 | -6 | -7 | -3 | 2
COc1ccc(CNC(=O)c2cccc(S(=O)(=O)N3CCN(c4ccc(F)cc4)CC3)c2)cc1 | 15 | -31 | 4 | 56 | 10 | 22 | -7 | -6 | 37 | 13 | .
Cc1ccc(OCc2cc(C(=O)Nc3ccccc3)oc2C)cc1 | 4 | -1 | -10 | -50 | -41 | -190 | -7 | -5 | -61 | -219 | -4

High-throughput results deposited in PubChem BioAssay by several laboratories.
